VP16 counter = Gal4-VP16 reporter inhibition counter-screen. Drosophila S2 Gal4-VP16 UAS-luciferase, luminescence, 20 h. Potency, µM (top dose mostly 53.6 µM), without a hit: at the highest dose activity, negative = inhibition, hits mostly inhibitors. 310,000 compounds, 3.5% hits. AID 2546;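 also: Gal4-VP16 expression switched on by copper sulfate through the metallothionein promoter; % is scaled to controls: 0 for no effect and ±100 for the full control effect; nearly all actives have a fitted effect of over 50% in size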
p53 reactivation = restores transcriptional activity of mutant p53. H1299 p53-A138V BP100-luciferase reporter, luminescence, 24 h. Potency, µM (top dose mostly 92.2 µM), inactives show at the highest dose activity change, positive = activation, most hits filed as activators. 320,000 compounds, 0.063% hits. AID 504706; also: % of control where 0% means no effect; nearly all actives have a fitted effect of over 45% in size
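p53-null H1299 cells stably carrying temperature-sensitive p53-A138V and a BP100-luciferase reporter were pinned with compounds (4-point, 1:5 series) and held 24 hrs at 37 deg C. Luminescence was read 10 min after detection reagent.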
NPC1 promoter act = activators of NPC1 promoter; Huh7 NPC1 promoter luciferase reporter, 24 h; Potency, µM (highest dose often 9.22 µM), for inactives: top-dose activation, actives largely listed as activators; 320,000 compounds, 2.4% hits; AID 485313;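 also: % of control where 0% means no effect; nearly all actives have a fitted effect of over 60% in size; reporter is driven by a mutant NPC1 promoter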
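Cells: Huh7 expressing luciferase under the NPC1 promoter, 1500/well. Seeded 2 h, compound added, incubated 24 h at 37 °C. Luciferase reagent, 10 min ambient, then luminescence.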
Rab9 promoter act = activators of Rab9 promoter. Huh7 Rab9 promoter-luciferase reporter, luminescence, 24 h. Potency, µM (series often up to 9.22 µM), without a hit: at the highest dose activation, negative = inhibition, actives largely listed as activators. 320,000 compounds, 2.8% hits; also: % of control where 0% means no effect; nearly all actives have a fitted effect of over 60% in size
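Cell-based reporter: Huh7 stable for Rab9 promoter-driven luciferase, plated in reduced-serum medium with 10% FBS at 1500 cells/well, compound-treated 24 h at 37 °C, luminescence read after 10 min reagent.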
ELG1 genotoxic = genotoxicity induction in ELG1-luciferase HEK293T cells. HEK293T ELG1-luciferase reporter, luminescence, 16 h. AID 504466. Potency, µM (titrated, usually from 46 µM), for inactives: top-dose activity change, positive = activation, actives largely listed as activators. 330,000 compounds, 1.3% hits; also: % of control where 0% means no effect; nearly all actives have a fitted effect of over 60% in size
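Screening used a luciferase reporter fused to human ELG1 in HEK293T cells. Luminescence was read on a CCD plate imager after 16 hr exposure and 30 min ONE-Glo incubation.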
uPA surface inh = blocks generation of uPA at the cell surface | 330,000 compounds, 0.31% hits | AID 540303 | Potency, µM (doses to about 38.3 µM), inactives show at the top dose activity change, negative = inhibition, most hits filed as inhibitors | cell surface uPA generation assay, qHTS; active = well fitted inhibition curve with a large enough effect; inconclusive = small, poorly fitted or top-dose-only effect; inactive = no such curve, though single readings can be large or run the other way; tested in mouse RAW 264.7 cells; also: % is scaled to controls: 0 for no effect and ±100 for the full control effect; nearly all actives have a fitted effect of over 55% in size
MLL CXXC-DNA inh = blocks binding of human MLL CXXC domain to DNA. Q03164. MLL-CXXC / FITC-HOXA9 DNA fluorescence polarization. Potency, µM (highest dose often 115 µM), without a hit: top-dose activity change, negative = inhibition, actives largely listed as inhibitors. 290,000 compounds, 0.037% hits; active = well fitted inhibition curve with a large enough effect in the polarisation, with a control signal flat, not every such curve was filed as active; inconclusive = small, poorly fitted or top-dose-only effect, or effect the other way, or a change in a side signal; inactive = no such curve, though single readings can be large or run the other way; the % refers to the polarisation
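Fluorescence polarization: 7 uM MLL-CXXC (stock) preincubated 5 min with compounds, then 50 nM fluorescein-HOX-A9 DNA (stock) added; 30 min ambient. Buffer 50 mM Tris-HCl pH 7.5, 50 mM NaCl, 1 mM DTT, 0.05% BSA.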
MBNL1 CUG block = inhibitors of human MBNL1 binding to CUG repeat RNA; Potency, µM (series often up to 57.5 µM), inactives show at the highest dose activity change, negative = inhibition, actives largely listed as inhibitors; TR-FRET MBNL1-His/biotin-(CUG)12 binding, 665/545 ratio; AID 2675; Q9NR56; 280,000 compounds, 0.036% hits; active = well fitted inhibition curve with a large enough effect in the signal ratio, with a control signal flat, not every such curve was filed as active; inconclusive = small, poorly fitted or top-dose-only effect, or effect the other way, or a change in a side signal; inactive = no such curve, though single readings can be large or run the other way; the % refers to the signal ratio; also: % is scaled to controls: 0 for no effect and ±100 for the full control effect
Target sequence (Q9NR56 whole entry, looked up): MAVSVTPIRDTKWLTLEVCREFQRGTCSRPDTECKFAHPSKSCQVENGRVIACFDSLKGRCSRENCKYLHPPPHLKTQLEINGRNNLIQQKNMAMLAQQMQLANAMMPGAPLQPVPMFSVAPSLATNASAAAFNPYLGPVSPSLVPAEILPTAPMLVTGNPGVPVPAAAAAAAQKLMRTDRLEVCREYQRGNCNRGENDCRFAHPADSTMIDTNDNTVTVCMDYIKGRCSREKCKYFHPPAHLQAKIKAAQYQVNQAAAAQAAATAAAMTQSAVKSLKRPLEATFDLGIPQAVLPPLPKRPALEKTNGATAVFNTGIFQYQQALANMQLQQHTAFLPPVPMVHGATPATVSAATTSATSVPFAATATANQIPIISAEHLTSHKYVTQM
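Compounds (final 92 nM to 58 uM) are added to His-tagged MBNL1 and biotin-(CUG)12, then terbium anti-His antibody and streptavidin-XL665 (5 nM final). After 60 min at room temperature, the 665/545 nm ratio is read.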
FLuc modulator = counter-screen for miR-21 project: firefly luciferase inhibitors or activators | purified FLuc, Km substrates, luminescence inhibition | AID 588342 | 360,000 compounds, 6.9% hits | Potency, µM (titrated, usually from 57.5 µM), inactives show at the highest dose activity change, negative = inhibition, usual class: inhibitors;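 also: plate controls were vehicle for no effect and reference inhibitor for full effect; nearly all actives have a fitted effect of over 55% in size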
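Purified P. pyralis luciferase (10nM final) with 10uM D-luciferin and 10uM ATP (Km levels) in 50mM Tris acetate pH 7.5, 10mM Mg acetate, 0.01% Tween-20, 0.05% BSA; qHTS 6-point titration, ~60 µM downward; luminescence read.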
BRCA1 expr act = activators of BRCA1 expression. 380,000 compounds, 1.1% hits. MCF7-BRCA1-FFLuc reporter, luminescence, 48 h; response scale: scaled: vehicle 0%, 10 µM genistein 100%. Potency, µM (doses to about 46.1 µM), for inactives: at the highest dose activation, usual class: activators; also: nearly all actives have a fitted effect of over 80% in size; some results filed as inactive show a strong effect at the top dose
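Using MCF7 cells harboring a BRCA1 firefly luciferase reporter, plated 2 h before compound pinning, the screen measured luminescence after 48 h incubation. Responses were normalized to DMSO and 10 microM genistein, then fitted for concentration-effect.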
RORgamma inh = blocks mouse ROR gamma transcriptional activity | P51450 | Drosophila S2 Gal4-RORgamma UAS-luciferase reporter, 20 h | Potency, µM (titrated, usually from 53.6 µM), for inactives: at the highest dose activity change, negative = inhibition, most hits filed as inhibitors | 310,000 compounds, 5.4% hits | AID 2551; also: % is scaled to controls: 0 for no effect and ±100 for the full control effect; nearly all actives have a fitted effect of over 60% in size
Target sequence (P51450 whole entry, looked up, the tested form may be a part): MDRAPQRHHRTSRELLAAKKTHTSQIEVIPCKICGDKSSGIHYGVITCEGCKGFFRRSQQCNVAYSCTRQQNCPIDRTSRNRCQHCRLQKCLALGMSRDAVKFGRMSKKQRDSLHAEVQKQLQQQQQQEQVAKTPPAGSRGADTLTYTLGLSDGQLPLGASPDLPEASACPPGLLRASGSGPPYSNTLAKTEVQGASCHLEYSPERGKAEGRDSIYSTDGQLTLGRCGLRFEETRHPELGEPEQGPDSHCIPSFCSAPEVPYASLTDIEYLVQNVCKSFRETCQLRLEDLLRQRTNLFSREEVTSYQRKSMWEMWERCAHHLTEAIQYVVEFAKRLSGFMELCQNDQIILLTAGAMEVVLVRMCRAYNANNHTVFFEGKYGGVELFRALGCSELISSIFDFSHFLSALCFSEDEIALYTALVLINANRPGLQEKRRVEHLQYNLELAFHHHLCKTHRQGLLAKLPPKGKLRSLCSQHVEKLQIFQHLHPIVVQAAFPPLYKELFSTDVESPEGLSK
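Read-out: Photinus luciferase luminescence; inhibitors lower reporter signal. Insect Schneider cells with Gal4-ROR gamma fusion under metallothionein promoter, UAS reporter; 700 uM final copper sulfate induction, 20 hr, ambient temperature.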
The depositor's hits bear a star; u = inconclusive; x = no result given; [ ] = dose if it differs, or a comment. Unless noted, calls follow the shape of the dose curve; as a rule, active = well fitted curve in the direction sought with a large enough effect; inconclusive = small, poorly fitted or top-dose-only effect, or another doubt; inactive = no such curve, though single readings can be large; an effect the other way counts as inactive or inconclusive. Potency is read from the fitted curve at half-maximal effect.

SMILES	VP16 counter	p53 reactivation	NPC1 promoter act	Rab9 promoter act	ELG1 genotoxic	uPA surface inh	MLL CXXC-DNA inh	MBNL1 CUG block	FLuc modulator	BRCA1 expr act	RORgamma inh
O=C(NC(=S)Nc1cc(C(F)(F)F)ccc1Cl)c1ccccc1	u	6%	1%	0%	1%	-7%	8%	5%	-1%	-35%	2.5µM*
CCSCc1nnc(SCC(=O)c2ccc(OC)cc2)n1C	21%	-2%	-5%	-3%	1%	2%	8%	-2%	-9%	13%	u
Cc1ccc(S(=O)(=O)N2CCCCC2)cc1C(=O)OC1CCCCC1=O (configuration not stated)	x	-1%	-4%	3%	12%	-3%	x	x	0%	-6%	x
CC(C)CC(=O)Nc1ccc2c(c1)nc(CCN1CCCCC1)n2C	-13%	-4%	-4%	0%	0%	-10%	13%	-1%	0%	-30%	11%
Cc1ccc(-n2ncc(C(=O)NC3CC3)c2C2CCN(C(=O)OC(C)(C)C)CC2)cc1	5%	2%	2%	-6%	1%	34%[activator]	0%	-3%	5%	-21%	8%
N#CCN1CCN(CC(=O)c2ccc(Br)cc2)CC1	-6%	5%	0%	2%	-2%	6%	11%	-2%	2%	-12%	15%
Cc1cccc(OCc2nc(C#N)c(NCc3ccc4c(c3)OCO4)o2)c1	0%	13%	2%	7%	9%	9%	5%	-6%	u	10%	25%
Cc1cc(C)n2nc(C(=O)N(C)C(c3ccccc3)c3ccccc3)nc2n1	-3%	-1%	-5%	-5%	1%	4%	3%	1%	-3%	5%	10%
COC(=O)c1cc(NS(=O)(=O)c2ccc(OC)c(OC)c2)ccc1Cl	u	-8%	2%	-3%	0%	-2%	-2%	-1%	2%	-68%	5%
CCOC(=O)c1nnc2ccnn2c1N	-4%	8%	1%	2%	1%	6%	-5%	11%	8%	3%	-22%
Cc1ccnc(NS(=O)(=O)c2ccc(NC(=O)c3ccc([N+](=O)[O-])s3)cc2)n1	-12%	-10%	1%	-30%[inhibitor]	-12%	-11%	11%	u	-19%	-71%	1%
O=C(Cc1c[nH]c2ccccc12)Nc1nccs1	4%	3%	0%	10%	-9%	3%	-9%	13%	-3%	-14%	36%
COc1cccc(-c2n[nH]c3c2CCC3)c1	27%	9%	3%	17%	1%	1%	-3%	x	u	35%	u
COc1ccc(OC)c(-n2nnnc2SCC(=O)NCCc2ccccc2)c1	2%	-16%	-8%	-11%	1%	9%	0%	0%	5%	-1%	28%
COc1ccc(C(CNC(=O)c2cccc(S(=O)(=O)Nc3ccc(F)cc3)c2)N(C)C)cc1 (configuration not stated)	x	-1%	-6%	-8%	-1%	-4%	x	x	1%	-23%	x
Cc1cc(OCC(=O)OC(C)C(=O)Nc2ccc(N3CCOCC3)cc2)ccc1Cl (configuration not stated)	x	u	0%	20%	6%	15%	x	x	x	27%	x
COc1ccc(OC)c(CNC(=O)C2CCC(=O)N(CCCN3CCCC3=O)C2)c1 (configuration not stated)	3%	26%	-2%	2%	-5%	u	6%	3%	1%	0%	1%
O=C(CCNC(=O)c1ccc(Br)cc1)Nc1cccc(S(=O)(=O)N2CCCC2)c1	x	-6%	0%	-1%	-8%	3%	x	x	-2%	-15%	x
Cc1ccc(CSc2nnc(SCC(=O)N/N=C/c3ccc(C(=O)O)cc3)s2)cc1	u	2%	-2%	-1%	6%	-3%	4%	0%	0.24µM*	-8%	5.6µM*
NC(=O)C1CCN(C(=O)CSc2nc3ccccc3[nH]2)CC1	9%	1%	1%	3%	0%	4%	10%	-2%	6%	5%	25%
Cc1cc(C)c(S(=O)(=O)NCc2ccc3c(c2)OCO3)c(C)c1	3%	x	2%	-4%	1%	4%	-25%	-3%	2%	-39%	u
CCN1C(=O)c2ccccc2Sc2ccc(C(=O)NCCCN3CCCCC3)cc21	-3%	23%	-6%	-5%	-2%	-22%	-6%	-3%	2%	-35%	7%
Cc1cc(C)cc(N(CCC(=O)Nc2nnc(C3CC3)s2)S(=O)(=O)c2ccc(Cl)cc2)c1	u	8%	-4%	-1%	-2%	-9%	11%	x	-4%	-50%	-12%
COc1ccc(/C=N/NC(=O)Cc2csc(Nc3cccc(C(F)(F)F)c3)n2)c(OC)c1	-7%	-4%	0%	3%	-5%	8%	14%	1%	-3%	-22%	17%
COc1ccccc1N(C)S(=O)(=O)c1ccc(C(=O)NC2CCCCCC2)cc1	-13%	1%	0%	-9%	-6%	1%	-2%	0%	0%	-10%	22%
Cc1cccc(NC(=O)C2(c3cccs3)CCOCC2)c1	-11%	-3%	0%	-2%	-1%	-3%	-18%	-5%	-3%	10%	6%
CC(C)c1ccc(NC(=O)NCc2ccccn2)cc1	6%	u	u	29%	u	-15%	-1%	-3%	u	69%	7%
COc1cccc(/C=N/Nc2nc3ccccc3[nH]2)c1O	2.2µM*	15%	-24%	-16%	u	u	u	-4%	2.7µM*	-67%	0.71µM*
Cn1cnc2c1c(=O)n(Cc1cccc(F)c1)c(=O)n2C	4%	3%	-4%	-1%	-1%	-4%	4%	-4%	1%	1%	-28%
O=C1CCC/C(=N/NC(=O)c2ccc(CN3c4cccc5cccc(c45)S3(=O)=O)cc2)C1	2%	-3%	-4%	0%	3%	2%	3%	18%	-2%	-1%	19%

Brought forward from above: five entries, then new ones.
SMILES	VP16 counter	p53 reactivation	NPC1 promoter act	Rab9 promoter act	ELG1 genotoxic	uPA surface inh	MLL CXXC-DNA inh	MBNL1 CUG block	FLuc modulator	BRCA1 expr act	RORgamma inh
Cc1cccc(NC(=O)C2(c3cccs3)CCOCC2)c1	-11%	-3%	0%	-2%	-1%	-3%	-18%	-5%	-3%	10%	6%
CC(C)c1ccc(NC(=O)NCc2ccccn2)cc1	6%	u	u	29%	u	-15%	-1%	-3%	u	69%	7%
COc1cccc(/C=N/Nc2nc3ccccc3[nH]2)c1O	2.2µM*	15%	-24%	-16%	u	u	u	-4%	2.7µM*	-67%	0.71µM*
Cn1cnc2c1c(=O)n(Cc1cccc(F)c1)c(=O)n2C	4%	3%	-4%	-1%	-1%	-4%	4%	-4%	1%	1%	-28%
O=C1CCC/C(=N/NC(=O)c2ccc(CN3c4cccc5cccc(c45)S3(=O)=O)cc2)C1	2%	-3%	-4%	0%	3%	2%	3%	18%	-2%	-1%	19%
C#CCOCCOCCOCCNc1nc(N2CCN(C(=O)CCCCCCCCCCNC(=O)[C@H]([C@@H](C)CC)n3cc(CCCCN=C(N)N)nn3)CC2)nc(N2CCN(C(=O)CCCCCCCCCCNC(=O)[C@H](CCCCN)n3cc(C[C@@H](C)CC)nn3)CC2)n1	x	-25%	-8%	1%	-13%	x	x	x	u	x	x
Oc1ccccc1C1=Nc2nc3ccccc3n2C(c2ccccc2)C1 (configuration not stated)	x	u	7%	16%	u	-8%	17%	u	11µM*	u	19%[0.365 µM]
NC(=O)Nc1ccc(Nc2ccccc2)cc1	-6%	0%	3%	-1%	4%	-14%	9%	x	-10%	25%	24%
Cc1ccc2sc(NNC(=O)c3cc(=O)c4ccccc4o3)nc2c1C	-12%	27%	16%	19%	u	13%	5%	16%	9.5µM*	-46%	-10%
CC1CCN(C(=S)c2ccccc2O)CC1	-1%	-3%	0%	-2%	15%	2%	13%	-4%	11%	3%	-43%
Cc1ccc(CN2CCN(C(=O)C3CCC3)CC2)cc1	-1%	-3%	-2%	1%	-1%	x	-2%	-12%	1%	10%	-32%

These rows are one share of the data; rates above refer to the full screens.
